TCR activator = activates T cell receptor signaling | AID 504894 | Potency, µM (series often up to 9.22 µM), inactives show top-dose activation of IL-2 secretion, hits mostly activators | primary human leukocytes, anti-CD3, IL-2 HTRF, 48 h | 330,000 tested, under 10 active; also: % of control where 0% means no effect
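IL-2 produced over 48 hr by a-CD3 bead-stimulated primary human leukocytes exposed to compounds was detected with a homogeneous time-resolved FRET immunoassay, 665nm acceptor signal after 320nm excitation.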
AT treatment = potential ataxia-telangiectasia treatment | Potency, µM (doses to about 57.5 µM), for inactives: at the top dose activation, hits mostly activators | […] A-T fibroblasts, KAP-1 phosphorylation AlphaLISA; neocarzinostatin DNA damage 30 min before lysis | AID 485349 | hit rate 0.19% among 320,000; also: potency is read from the fitted curve at half-maximal effect; % of control where 0% means no effect; nearly all actives have a fitted effect of over 45% in size
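hTERT-immortalized A-T patient fibroblasts ([…]), 500 cells/well in OPTI-MEM, 1% FBS, got compounds for 60 min, then NCS for 30 min at 37C. Lysates were then assayed for phospho-KAP-1 by AlphaLISA (anti-pKAP1 donor, anti-KAP1 acceptor beads), 6 hr at 25C.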
MLL CXXC-DNA inh = MLL CXXC-DNA interaction inhibition; Q03164; MLL-CXXC / FITC-HOXA9 DNA fluorescence polarization; Potency, µM (top dose mostly 115 µM), for inactives: at the top dose activity change, negative = inhibition, most hits filed as inhibitors; hit rate 0.037% among 290,000; AID 2662; active = well fitted inhibition curve with a large enough effect in the polarisation, with a control signal flat, not every such curve was filed as active; inconclusive = small, poorly fitted or top-dose-only effect, or effect the other way, or a change in a side signal; inactive = no such curve, though single readings can be large or run the other way; the % refers to the polarisation; also: potency is read from the fitted curve at half-maximal effect
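Fluorescence polarization: 7 uM MLL-CXXC (stock) preincubated 5 min with compounds, then 50 nM fluorescein-HOX-A9 DNA (stock) added; 30 min ambient. Buffer 50 mM Tris-HCl pH 7.5, 50 mM NaCl, 1 mM DTT, 0.05% BSA.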
Integrin act MD = integrin-mediated muscular dystrophy alleviation activation; alpha7betagal myoblasts, beta-gal FDG fluorescence, 48 h; Potency, µM (titrated, usually from 38.3 µM), without a hit: top-dose activation, actives largely listed as activators; hit rate 0.064% among 350,000;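 also: potency is read from the fitted curve at half-maximal effect; 100% = response of the positive control SU9516; nearly all actives have a fitted effect of over 60% in size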
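alpha7betagal+/- myoblasts (passage 13, 250/well) treated 48 h at 37C with compounds at 1:260 dilution of DMSO stock. Lysed, then beta-galactosidase activity read as FDG fluorescence (ex 480/em 540) after 30 min, with pre-read for autofluorescence.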
MBNL1-CUG inh = MBNL1-poly(CUG) RNA binding inhibition; hit rate 0.036% among 280,000; Potency, µM (titrated, usually from 57.5 µM), for inactives: at the top dose activity change, negative = inhibition, hits mostly inhibitors; TR-FRET MBNL1-His/biotin-(CUG)12 binding, 665/545 ratio; Q9NR56; active = well fitted inhibition curve with a large enough effect in the signal ratio, with a control signal flat, not every such curve was filed as active; inconclusive = small, poorly fitted or top-dose-only effect, or effect the other way, or a change in a side signal; inactive = no such curve, though single readings can be large or run the other way; the % refers to the signal ratio; also: potency is read from the fitted curve at half-maximal effect; % is scaled to controls: 0 for no effect and ±100 for the full control effect
Target sequence (Q9NR56 whole entry, looked up): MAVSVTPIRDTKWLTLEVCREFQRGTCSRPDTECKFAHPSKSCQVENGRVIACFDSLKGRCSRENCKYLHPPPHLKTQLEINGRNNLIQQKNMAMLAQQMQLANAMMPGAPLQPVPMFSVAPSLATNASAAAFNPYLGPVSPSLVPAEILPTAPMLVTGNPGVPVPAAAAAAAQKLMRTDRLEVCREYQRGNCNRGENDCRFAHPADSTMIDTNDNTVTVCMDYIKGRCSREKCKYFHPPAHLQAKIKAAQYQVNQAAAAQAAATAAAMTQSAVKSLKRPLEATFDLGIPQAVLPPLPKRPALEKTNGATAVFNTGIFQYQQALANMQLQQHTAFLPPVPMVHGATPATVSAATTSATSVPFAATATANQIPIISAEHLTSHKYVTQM
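TR-FRET readout: Ex 340 nm, 665/545 nm emission ratio, normalized to buffer-only (basal) and MBNL1-(CUG)12 controls. Complex of MBNL1-His with Biotin-(CUG)12, compounds 92 nM–58 uM, incubated 60 min at room temperature.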
TSHR antag = blocks TSH signaling through the human TSH receptor | TSHR-expressing cells, TSH-stimulated cAMP HTRF, 2 h; active compounds read low | activity change, negative = inhibition, % at 11.5 µM | hit rate 0.2% among 330,000 | P16473;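 active = activity change below a set negative limit, meaning inhibition stronger than a set level, cut at about -70% in these data; inconclusive = activity change between two set negative limits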; also: % is scaled to controls: 0 for no effect and ±100 for the full control effect
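Freshly harvested TSHR cells receive pin-tooled compound, then EC80 TSH at 4nM final. After 2 hours at 37 deg C, antibody in lysis buffer and cAMP-d2 are added; 30 minutes at ambient temperature precede the HTRF read.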
Menin MLL FP TR = inhibitors of human menin-MLL interaction, mutant MLL peptide. O00255. hit rate 0.23% among 270,000. Potency, µM (doses to about 61.6 µM), without a hit: at the highest dose FP activity change, negative = inhibition, most hits filed as inhibitors. Menin + Texas Red MLL mutant peptide, fluorescence polarization; active = well fitted inhibition curve with a large enough effect in the polarisation, with a control signal flat, not every such curve was filed as active; inconclusive = small, poorly fitted or top-dose-only effect, or effect the other way, or a change in a side signal; inactive = no such curve, though single readings can be large or run the other way; the % refers to the polarisation; also: potency is read from the fitted curve at half-maximal effect; % of control where 0% means no effect; many of its hits are not listed in these tables
Target sequence (O00255 whole entry, looked up): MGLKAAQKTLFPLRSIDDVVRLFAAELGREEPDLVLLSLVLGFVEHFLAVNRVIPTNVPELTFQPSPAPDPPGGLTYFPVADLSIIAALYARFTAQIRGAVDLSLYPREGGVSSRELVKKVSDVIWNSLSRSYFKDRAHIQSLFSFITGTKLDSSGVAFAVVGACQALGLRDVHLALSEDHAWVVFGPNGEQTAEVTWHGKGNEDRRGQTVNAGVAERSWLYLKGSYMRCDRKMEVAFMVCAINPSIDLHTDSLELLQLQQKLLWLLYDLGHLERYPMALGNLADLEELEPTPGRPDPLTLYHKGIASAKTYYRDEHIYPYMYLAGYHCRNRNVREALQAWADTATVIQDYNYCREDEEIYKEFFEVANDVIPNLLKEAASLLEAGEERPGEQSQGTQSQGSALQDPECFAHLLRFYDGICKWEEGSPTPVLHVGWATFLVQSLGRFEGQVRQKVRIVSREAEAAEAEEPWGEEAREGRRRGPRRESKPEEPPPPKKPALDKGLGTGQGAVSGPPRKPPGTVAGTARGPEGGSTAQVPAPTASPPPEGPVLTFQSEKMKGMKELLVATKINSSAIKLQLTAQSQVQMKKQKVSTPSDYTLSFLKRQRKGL
S-ASM inh = human S-ASM enzyme inhibition; P17405; placental ASM, HMU-PC fluorogenic substrate, 60 min; Potency, µM (titrated, usually from 57.5 µM), inactives show at the highest dose activity change, negative = inhibition, hits mostly inhibitors; hit rate 0.006% among 340,000; also: potency is read from the fitted curve at half-maximal effect
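Human placenta-derived ASM preincubated with compound 10 min at room temperature, then reacted with 9 uM (final) fluorogenic HMU-PC substrate for 60 min at 37 C. Stop solution raises pH to 10; fluorescence read at Ex 386/Em 447 nm.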
PTAP TSG101 blk = blocks PTAP/TSG101 interaction to inhibit HIV-1 budding | Fluorescence polarization, FITC-PTAP peptide / Tsg101 binding | Q99816 | Potency, µM (doses to about 115 µM), without a hit: at the highest dose activity change, negative = inhibition, hits mostly inhibitors | 340,000 tested, under 10 active; active = well fitted inhibition curve with a large enough effect in the main read-out, with a control signal flat, not every such curve was filed as active; inconclusive = small, poorly fitted or top-dose-only effect, or effect the other way, or a change in a side signal; inactive = no such curve, though single readings can be large or run the other way; also: potency is read from the fitted curve at half-maximal effect; % of control where 0% means no effect
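Fluorescence polarization binding of Tsg101 binding domain (10 uM final) to FITC-labeled PTAP peptide (50 nM final) in HEPES pH 7.5 buffer with NaCl, Tween 20, EDTA, TCEP. Compounds added before peptide; binding 20 min at RT.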
Mito fusion act = inhibitors of mitochondrial division or activators of mitochondrial fusion; S. cerevisiae fusion-defective mutant growth rescue, CellTiterGlo 48 h; Potency, µM (series often up to 46.1 µM), for the others: top-dose growth rescue (activation), hits mostly activators; hit rate 0.23% among 320,000; AID 485298;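 also: potency is read from the fitted curve at half-maximal effect; % of control where 0% means no effect; nearly all actives have a fitted effect of over 45% in size; temperature-sensitive fusion mutants such as fzo1-1 at 37 °C on non-fermentable ethanol glycerol medium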
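Growth-rescue viability read-out: after 48 h at the non-permissive 37C in glycerol/ethanol YPEG, yeast mitochondrial fusion mutants are measured by CellTiterGlo luminescence; compounds (23 nl pinned per well) restoring growth score as division inhibitors or fusion activators.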
Active calls of the source: *; ? = inconclusive; . = no result given; [ ] = remark or other dose. Unless noted, calls follow the shape of the dose curve; as a rule, active = well fitted curve in the direction sought with a large enough effect; inconclusive = small, poorly fitted or top-dose-only effect, or another doubt; inactive = no such curve, though single readings can be large; an effect the other way counts as inactive or inconclusive. These rows are one share of the data; rates above refer to the full screens.

SMILES | TCR activator | AT treatment | MLL CXXC-DNA inh | Integrin act MD | MBNL1-CUG inh | TSHR antag | Menin MLL FP TR | S-ASM inh | PTAP TSG101 blk | Mito fusion act
O=C(CSc1nnc(-c2ccccn2)o1)Nc1ccccc1 | -3.2% | -1.1% | 3.1% | 17.7% | -17.4% | 6.5 | -13.3% | 15.4% | -9.3% | -0.3%
O=C(/C=C/c1ccccc1Cl)Nc1cccc(O)c1 | -1.7% | 3.7% | 0.1% | 1.0% | 12.0% | -23.0 | ? | -3.9% | -5.8% | 5.9%
c1ccc2c(N3CCCCCC3)nc(-c3ccncc3)nc2c1 | 0.6% | 5.1% | -2.9% | -19.0% | 4.0% | 51.8 | -1.9% | -3.0% | 0.1% | 19.6%
Cc1ccc2c(c1)C1CC(C)(O2)N(c2cccc(C(=O)NC3CCN(Cc4ccccc4)CC3)c2)C(=O)N1 (stereo not drawn) | -2.5% | -5.3% | 10.6% | -15.6% | 2.5% | 2.7 | -28.8% | 5.6% | -2.5% | -5.0%
O=C(Oc1c(-c2ccccc2)oc2ccccc2c1=O)c1ccccc1 | -5.8% | 5.0% | 4.1% | -9.9% | 25.4% | -14.2 | 30.7%[activator] | -4.9% | -0.4% | -0.7%
COc1ccc(N(C(=O)c2snc(C(N)=O)c2N)C(C(=O)NC2CCCC2)c2ccco2)cc1 (stereo not drawn) | 2.7% | 8.9% | 13.5% | 7.8% | 16.3% | -9.3 | . | 64.4%[activator] | -13.3% | 12.9%
CN(C)C(=O)c1cn(-c2ccccc2)nc1-c1cc2ccccc2oc1=O | -0.1% | 1.4% | -1.2% | 2.9% | 28.8% | 11.3 | -4.4% | 92.7%[activator] | 1.0% | 5.7%
Cc1ccc(C(=O)N(Cc2cccnc2)Cc2cc3cc(C)ccc3n3nnnc23)cc1 | 2.8% | -2.2% | 4.0% | 8.8% | 5.9% | 12.9 | -15.8% | -0.6% | 2.0% | 8.7%
CCc1ccc(NC(=S)N2CCN(S(=O)(=O)c3ccccc3)CC2)cc1 | -0.6% | 15.7% | 5.5% | ? | 1.3% | -2.7 | . | -2.4% | -1.5% | -6.4%
CCCN1CCC(N2CCN(c3ccccc3OC)CC2)CC1 | . | 31.7% | 2.7% | . | -4.1% | 14.5 | 1.0% | . | . | -3.4%
COc1ccc(Cn2nnnc2CN(Cc2cc3cc(C)ccc3[nH]c2=O)C2CCCC2)cc1 | 0.9% | 5.2% | 5.2% | -4.9% | ? | 11.0 | -10.4% | -10.3% | -8.4% | -3.1%
O=C(Nc1ccccc1)N1CCN(c2nc(-c3ccccc3)ns2)CC1 | 4.5% | 10.6% | -1.1% | -14.1% | 2.2% | -7.4 | . | -2.9% | -2.2% | 8.5%
O=C(COC(=O)/C=C/c1ccc(F)cc1)Nc1cccc(S(=O)(=O)N2CCCC2)c1 | -3.9% | -2.2% | ? | 21.1% | 1.4% | -2.4 | 25.8% | -14.9% | -2.2% | -0.9%
Cc1ccccc1OC(C)C(=O)Nc1cccnc1 (stereo not drawn) | -11.8% | 5.9% | -8.1% | -6.7% | 1.7% | -19.8 | . | -0.3% | -5.0% | 4.2%
COc1ccc(/C=N/Nc2cc(=O)n(C)c(=O)n2C)cc1OC | 1.5%[46.1 µM] | -7.7% | -6.7% | -20.1% | 26.8% | -6.2 | 2.1% | -1.1% | -1.3% | 0.1%
CC(=O)Nc1ccc(N=Cc2c(O)c(C(=O)Nc3ccccc3)cc3ccccc23)cc1 | -2.6% | -2.5% | ? | -11.4% | 6.8% | -13.7 | ? | -10.4% | ? | -2.7%
Cc1ccccc1NS(=O)(=O)c1ccc(OCC(=O)NCc2ccccn2)cc1 | -4.0% | -0.2% | -3.5% | -5.5% | -4.9% | 1.0 | 0.0% | -2.8% | -4.8% | 2.0%
Cc1occc1-c1nnc(SCC(=O)NC2CCCC2)n1-c1ccccc1 | -5.8%[46.1 µM] | . | -2.5% | -0.1% | 19.6% | 4.1 | -8.7% | 0.3% | -4.4% | -3.4%
CC1=CC(C)(C)N(C(=O)CN2C(=O)c3ccccc3C2=O)c2ccccc21 | -4.1% | 2.2% | -0.8% | 19.7% | 3.4% | 13.6 | 11.3% | -3.4% | -6.1% | 26.9%
S=C(NCc1ccc(Cl)cc1)NC1CCCCC1 | 3.5%[46.1 µM] | 4.7% | 5.5% | 6.0% | . | 1.5 | 7.5% | -0.4% | -2.9% | 3.4%
COc1ccc(NC(=S)NCCN2CCC(C)CC2)cc1 | 0.7% | 0.4% | -11.3% | -38.1% | -12.8% | -19.4 | -17.9% | 7.5% | 4.3% | -4.0%
O=C(COC(=O)Cn1nnc2ccccc21)Nc1ccccc1Br | -1.2%[46.1 µM] | 2.4% | 3.0% | -26.3% | -14.8% | 5.4 | -15.4% | -2.1% | 0.6% | -5.9%
Cc1ccc(S(=O)(=O)N2CCC(C(=O)N3CCC[C@H]3C(=O)NC3CCS(=O)(=O)C3)CC2)cc1 (stereo partly drawn) | 1.0% | 0.8% | -1.2% | 11.8% | -6.1% | 6.0 | ? | -1.5% | -2.9% | -2.5%
COCCN(CCOc1cc(C)cc(C)c1)Cc1ccc(Cl)cc1 | 0.0% | 26.5% | -8.3% | 0.0% | -5.8% | -0.7 | ? | -2.4% | -3.6% | -40.1%[inhibitor]
Cc1cc2c(c(C)c1CCO)C(=O)[C@H](C)C2 | 3.5% | 3.9% | . | 13.1% | . | -6.6 | . | 3.8% | 0.3% | .
CCN(CC)C(=O)c1sc2[nH]c(=S)n(-c3ccccc3)c(=O)c2c1C | . | 1.5% | -6.9% | -2.7% | 16.9% | 20.4 | ? | -3.9% | -5.7% | 0.1%
C/C(Cl)=C\CSc1nnc2n(N)c(=O)c3ccccc3n12 | -5.8% | -15.0% | -3.4% | -3.2% | -21.0% | 13.0 | . | 1.4% | -2.7% | 2.2%
Brc1ccc2c(c1)C(c1cccnc1)=NNC(c1cccs1)=N2 | -2.5% | 0.1% | ? | 6.7% | . | 10.2 | 12.9% | -5.7% | -3.1% | -7.2%
CC(C)CC(NC(=O)C1CCC(C)CC1)C(=O)NCCN1CCOCC1 (stereo not drawn) | 2.7% | 2.4% | 8.2% | 25.2% | -1.5% | -2.9 | 13.6% | 1.0% | -5.1% | -7.4%
CC[C@@]1(C(=O)OC)N[C@H](CN(C)C(=O)Nc2ccccc2)[C@@H]2C(=O)N(C)C(=O)[C@@H]21 | -2.2% | 3.3% | . | -3.0% | . | 22.7 | . | -0.9% | -2.0% | .
COc1c(C)cc(NC(=O)c2ccc3c(c2)NC(=O)CO3)cc1C | -2.2% | 4.7% | 1.7% | 22.5% | . | -4.4 | -8.9% | 6.1% | -2.6% | -3.0%
O=C(CN(C1CC1)S(=O)(=O)c1ccc(S(=O)(=O)NC2CCCCC2)cc1)Nc1ccccc1 | 0.7% | 2.1% | 3.6% | 28.0% | -18.7% | -0.9 | 9.4% | -27.1% | -1.5% | -4.1%
CCOC(=O)c1cnn(-c2ccccc2)c1-c1ccncc1 | -2.3% | -9.1% | -5.5% | -38.2%[inhibitor] | -2.5% | -1.7 | -1.1% | 2.1% | 2.0% | -3.7%
O=C(Nc1ccc(CN2CCCCC2)cc1)c1ccc(Br)o1 | 4.5% | 5.3% | -1.7% | 8.5% | -5.3% | -0.2 | -12.2% | -2.0% | 0.2% | 5.9%
CCCc1cc(=O)[nH]c(SCC(=O)N2CCN(S(=O)(=O)c3ccccc3)CC2)n1 | -1.5% | -0.5% | 12.4% | ? | . | -5.5 | -8.6% | 0.9% | 1.2% | -1.5%
O=C(CNc1cccc2ccccc12)N/N=C/C=C/c1ccco1 | -0.5% | -2.3% | 13.4% | -9.3% | . | -11.8 | ? | ? | -5.2% | -6.8%
Nc1nc2nn(-c3ccccc3)nc2c(=O)[nH]1 | 3.6% | -5.5% | 0.4% | -4.3% | 9.6% | -8.1 | 3.0% | 187.4%[activator] | -0.3% | -10.1%
c1ccc(C2c3c(ccc4ccccc34)Oc3ncn4nc(-c5ccco5)nc4c32)cc1 (stereo not drawn) | 1.4%[46.1 µM] | 2.0% | -2.2% | ? | -2.7% | 9.4 | 10.3% | -18.0% | 0.4% | 17.3%
